Compound activity from PubChem BioAssay.
SNCA viab count – counter-screen for SNCA expression inhibitors: cell viability. HEK-293-SNCA-luc viability, GF-AFC fluorescence, 24 h. Potency, µM (doses to about 57.1 µM), for inactives: at the top dose activity change, negative = cytotoxicity, hits mostly cytotoxic. actives 0.12% (n = 150,000);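 further: potency means the concentration at half of the fitted maximal effect; 0% = DMSO-treated cells and -100% = medium-only wells without cells; nearly all actives have a fitted effect of over 30% in size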
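HEK-293-SNCA-luc cells (1500/well) plated 24 h, then exposed 24 h to a dilution series; GF-AFC added 30 min at 37C, fluorescence 405/540 nm; normalised to medium-only and DMSO wells, Hill fit.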
3T3 cytotox – cytotoxic compounds in NIH 3T3 cells | NIH 3T3 viability, CellTiter-Glo ATP luminescence, 48-72 h | Potency, µM (top dose mostly 96.7 µM), without a hit: at the top dose activity change, negative = cytotoxicity, usual class: inhibitors | actives 4.3% (n = 94,000); further: potency means the concentration at half of the fitted maximal effect; nearly all actives have a fitted effect of over 55% in size
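NIH 3T3 cells at 400 cells/well received 23 nL of compound by pintool and were incubated 48 or 72 h at 37 °C. Viability was read as ATP-coupled CellTiter-Glo luminescence.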
FLuc inh – inhibitors of firefly (Photinus pyralis) luciferase; actives 2.5% (n = 76,000); AID 1347043; purified P. pyralis luciferase, luminescence, biochemical; P08659; Potency, µM (top dose mostly 115 µM), for inactives: top-dose activity change, negative = inhibition, actives largely listed as inhibitors; further: potency means the concentration at half of the fitted maximal effect; nearly all actives have a fitted effect of over 65% in size
Target sequence (P08659 whole entry, looked up): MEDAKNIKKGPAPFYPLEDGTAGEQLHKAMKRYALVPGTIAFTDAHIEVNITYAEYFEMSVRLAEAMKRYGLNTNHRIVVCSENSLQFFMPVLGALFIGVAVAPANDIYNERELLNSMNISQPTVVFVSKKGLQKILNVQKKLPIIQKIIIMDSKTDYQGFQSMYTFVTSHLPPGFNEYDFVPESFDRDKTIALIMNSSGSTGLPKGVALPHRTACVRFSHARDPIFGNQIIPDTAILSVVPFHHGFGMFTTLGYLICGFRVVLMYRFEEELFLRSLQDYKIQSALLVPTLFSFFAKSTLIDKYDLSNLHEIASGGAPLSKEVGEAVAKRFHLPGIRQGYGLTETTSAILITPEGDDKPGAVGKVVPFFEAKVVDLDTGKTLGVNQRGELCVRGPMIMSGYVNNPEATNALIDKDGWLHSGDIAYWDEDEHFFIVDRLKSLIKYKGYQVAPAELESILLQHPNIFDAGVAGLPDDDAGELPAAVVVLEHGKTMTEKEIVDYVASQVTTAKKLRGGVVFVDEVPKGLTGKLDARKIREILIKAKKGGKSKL
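FLuc 10nM, D-luciferin 10uM, ATP 10uM, Mg acetate 10mM, Tris acetate pH 7.5, Tween/BSA; cpd qHTS; enzyme added last; CCD luminescence.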
IP6K1 inh – inhibitors of human IP6K1 | IP6K1 kinase, ADP-Glo luminescence, 2 h; hits give low values | Q92551 | activity change, % (series mostly up to about 58 µM) | actives 0.81% (n = 140,000); in the data active means activity change below about -25%
Target sequence (Q92551 whole entry, looked up): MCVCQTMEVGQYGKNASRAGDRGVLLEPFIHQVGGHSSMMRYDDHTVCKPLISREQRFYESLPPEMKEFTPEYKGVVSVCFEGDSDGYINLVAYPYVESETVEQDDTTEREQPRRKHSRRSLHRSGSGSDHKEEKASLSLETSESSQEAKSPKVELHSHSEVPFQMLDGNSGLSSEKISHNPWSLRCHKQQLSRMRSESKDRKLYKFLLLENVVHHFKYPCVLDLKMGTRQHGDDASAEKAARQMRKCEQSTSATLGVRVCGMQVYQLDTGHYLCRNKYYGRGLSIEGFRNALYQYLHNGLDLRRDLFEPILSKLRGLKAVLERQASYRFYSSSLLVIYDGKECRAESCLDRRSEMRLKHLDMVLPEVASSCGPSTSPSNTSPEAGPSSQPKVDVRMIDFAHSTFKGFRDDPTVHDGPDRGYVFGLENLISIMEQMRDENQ
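ADP-Glo luminescence measures ADP made by human IP6K1 during a 2 h RT reaction with ATP/IP6 (mix at 1.3 mM/130 uM); top library doses 57.5 and 19.1 uM final.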
GPT2 inh – GPT2 alanine aminotransferase inhibition; Q8TD30; Recombinant GPT2, coupled pyruvate oxidase/HRP Amplex Red fluorescence; Potency, µM (titrated, usually from 57.7 µM), inactives show at the highest dose activity change, negative = inhibition, usual class: inhibitors; actives 0.25% (n = 100,000); AID 1671188; further: potency means the concentration at half of the fitted maximal effect; nearly all actives have a fitted effect of over 60% in size; many of its hits are not listed in these tables
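Fluorescence of coupled pyruvate oxidase/HRP/Amplex Red system (50uM Amplex, 30 min, dark) reports pyruvate formed by GPT2. Enzyme reaction: 10ng/uL GPT2, 2mM L-alanine, 250uM a-KG, 30 min room temperature, pH 7.5; 50uM AOA control.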
HEK cytotox – HEK 293 cell cytotoxicity. HEK 293 viability, ATP luminescence (CellTiter-Glo), 48-72 h. Potency, µM (doses to about 115 µM), without a hit: at the top dose activity change, negative = cytotoxicity, most hits filed as inhibitors. actives 6.6% (n = 94,000); further: potency means the concentration at half of the fitted maximal effect; nearly all actives have a fitted effect of over 60% in size
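Cells seeded first (HEK 293, 250 cells/well), then compound added by pintool. Incubation ran 48 or 72 hr at 37 degree Celsius. CellTiter-Glo was added and luminescence imaged after 10 min at room temperature.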
SNCA expr inhib – reduces expression of the alpha-synuclein gene. HEK-293 SNCA-luciferase knock-in, luminescence, 24 h. Potency, µM (highest dose often 57.2 µM), without a hit: top-dose activity change, negative = inhibition, hits mostly inhibitors. actives 0.17% (n = 140,000);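 further: potency means the concentration at half of the fitted maximal effect; plate controls were DMSO cells for no effect and cell-free wells for full effect; nearly all actives have a fitted effect of over 45% in size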
* hit, by the source's call; i = inactive; ? = inconclusive; nt = not tested or not shown; [ ] = remark or other dose. Unless noted, the call rests on the fitted dose curve; in most records, active means well fitted curve in the direction sought with a large enough effect; inconclusive means small, poorly fitted or top-dose-only effect, or another doubt; inactive means no such curve, though single readings can be large; an effect the other way counts as inactive or inconclusive. Unless noted, on the % scale 0 is the no-effect control and ±100 the full control effect.

Structure,SNCA viab count,3T3 cytotox,FLuc inh,IP6K1 inh,GPT2 inh,HEK cytotox,SNCA expr inhib
COc1ccc(-n2ccnc2CN2CCOC(c3cccnc3)C2)cc1 (configuration not stated),-6%,-23%,1%,-5,-5%,-28%,-1%
CCC(=O)Nc1ccc(-c2c(-c3ccc(F)cc3)nn(-c3ccc(F)cc3)c2OC(C)=O)cc1,2%,?,-21%,7,?,?,-8%
CCCCOc1ccc(-c2nonc2NC(=O)c2ccco2)cc1,-1%,nt,nt,-12,nt,nt,-10%
CS(=O)(=O)c1ccc(OC[C@H]2C[C@@H](NC(=O)c3cncnc3)[C@H](O)[C@@H]2O)cc1,-10%,i,2%,2,i,i,-5%
O=C(O)c1ccc(CN2C[C@@H]3OCC(=O)N(c4ccccc4)[C@@H]3C2)cc1,5%[87.6 µM],3%[138 µM],0%[172 µM],1,-10%[88.5 µM],2%[172 µM],4%[87.6 µM]
COc1ccc(S(=O)(=O)NCC(c2ccc(N(C)C)cc2)N2CCCC2)cc1F (configuration not stated),14%,nt,nt,6,nt,nt,-3%
Cc1noc(C)c1-c1cc2cc(C(C)C)oc2c(-c2cccc(CO)c2)n1,-29%[87.6 µM],?,-4%[172 µM],3,-15%[88.5 µM],71µM*,41%[activator][87.6 µM]
COc1nc2nc(CCc3ccccc3)n(C)c2cc1Nc1ccncn1,-4%[87.6 µM],?,50µM*,13,-9%[88.5 µM],-3%[172 µM],112%[activator][87.6 µM]
Cc1nnc2ccc(N3CCCN([S+](C)(=O)[O-])CC3)nn12,nt,?,nt,-2,nt,-5%[172 µM],nt
COc1ccc(-n2c(=O)[nH]c3cccnc32)cc1OC,0%[87.6 µM],-4%[138 µM],-6%[172 µM],10,i,i,-26%[87.6 µM]
O=C([C@H]1C[C@@H](O)[C@H](O)[C@@H]2N=C(Nc3cccc(C(F)(F)F)c3)S[C@@H]21)N1CCOCC1,2%,-17%,-3%,19,-4%,-4%,30%[activator]
O=C(c1cccs1)N1CCC(Cc2nc(C3CC3)n[nH]2)CC1,8%,-1%,-3%,5,i,i,-27%
COCCn1ncc(N2CCC(NC(=O)COc3ccc(F)cc3)CC2)cc1=O,1%,-10%,5%,20,i,i,19%
O=C(CCS(=O)(=O)c1cccc2nonc12)Nc1cccc(F)c1,16%,nt,nt,2,nt,nt,-15%
Cc1ccc(C2Cn3nnc(-c4noc(C5(c6ccccc6)CC5)n4)c3CO2)cc1 (configuration not stated),6%,-19%,-4%,4,3%,-15%,1%
COc1ccc(-c2ccc3nnc(CNC(=O)c4cc(Cl)ccc4F)n3n2)cc1,15%,?,-1%,-13,i,?,3%
CCOc1ccc(Nc2oc(/C=C/c3cc(OC)c(OC)c(OC)c3)nc2C#N)cc1,17%,nt,nt,8,nt,nt,-7%
COc1ccccc1OCCNC(=O)c1ccc2c(c1)N(S(C)(=O)=O)CC2,-1%,-12%,-15%,-8,i,?,57%[activator]
Oc1c(C(c2ccccc2F)N2CCCCC2)sc2nc(-c3ccco3)nn12 (configuration not stated),-17%,nt,nt,-17,nt,nt,27%
CCOCCCNC(=O)N1CCOc2ccc(CN(CC)CC)cc2C1,6%,i,1%,-5,0%,-4%,-8%
COc1ccc(C(=O)N2CCC3(CC2)COc2ccccc2[S+](=O)([O-])N3)cc1,-5%,i,nt,-4,i,-5%,-19%
COc1ccccc1-c1ccnc(-c2nnc(C)n2-c2ccccc2)c1,-11%[87.6 µM],?,-24%[172 µM],-2,-5%[88.5 µM],?,-2%[87.6 µM]
CCc1noc([C@@H]2CC(F)(F)CN2C(=O)C2CCOCC2)n1,9%,2%,-12%,3,i,?,-24%
Cc1sc2cc(C(=O)NC(C)C)[nH]c2c1CN1CCCCC1,-13%,-16%,-4%,36,-11%,-3%,-7%
CCC(CC)N1CCN(C(=O)c2ccc3c(c2)N(S(C)(=O)=O)CC3)CC1,-4%,i,35µM*,-6,i,-7%,-19%

Going on with the list:
Structure,SNCA viab count,3T3 cytotox,FLuc inh,IP6K1 inh,GPT2 inh,HEK cytotox,SNCA expr inhib
COc1ccc(CN2C(=O)COC[C@H]2C(=O)NCC2CC2)c(OC)c1,-2%,-1%,5%,3,i,i,6%
c1cncc(-c2cc(-c3ccc4cn[nH]c4c3)cn3cncc23)c1,-9%[87.6 µM],?,?,1,-18%[88.5 µM],?,?
Cc1ccc(Cl)cc1N1CCN(CCCNC(=O)c2nnc(Cc3cccc(Cl)c3)o2)CC1,-26%,nt,nt,7,nt,nt,-53%
CCn1cc(CN2CCC(N3C(=O)[C@H](OCCOC)[C@@H]3c3ccncc3)CC2)cn1,-8%,-12%,1%,17,i,0%,-9%
Cc1[nH]c2c(c1C(=O)NC1CC(c3nnc(CN(C)C)n3C)C1)C(=O)CCC2 (configuration not stated),-1%,-11%,0%,-11,?,-5%,-22%
CC(C)C[C@@H](C(=O)N[C@@H](Cc1ccc(OCc2ccccc2)cc1)C(=O)NC(C)(C)C)N(C)Cc1ccc(C(C)(C)C)cc1,11%,nt,nt,-8,i,nt,nt
CNC(=O)[C@@H]1C[C@H](Oc2ccccc2)CN1C(=O)CCc1c[nH]c2ccccc12,2%,-9%,4%,5,-2%,4%,?
COCCNC(=O)CCCn1c(SCc2ccccc2C)nc2c(sc3ccccc32)c1=O,-12%,nt,nt,8,nt,nt,-14%
CCCNC(=O)C1c2ccccc2C(=O)N(C2CCCCC2)C12CCCCC2 (configuration not stated),-14%,?,5%,3,0%,40µM*,-12%
O=C(c1ccc2nc[nH]c2c1)N1CCCN(c2cc(-c3ccc(Br)cc3)[nH]n2)CC1,1%,-25%,-5%,-1,-26%,?,?
COc1ccc(OC)c(S(=O)(=O)N2Cc3ccccc3CC2C(=O)Nc2ccc(C)cc2C)c1 (configuration not stated),-8%,nt,nt,6,nt,nt,-2%
CC(C)CC(=O)NCC(c1ccc2c(c1)OCO2)N1CCN(c2ccc(F)cc2)CC1 (configuration not stated),9%,nt,nt,45,nt,nt,0%
CCn1nc(C)cc1S(=O)(=O)N[C@@H]1COCC[C@@H]1OCc1ccccc1,7%,-27%,9%,3,2%,-21%,3%
COC(=O)c1ccc(OCC2c3cc(OC)c(OC)cc3CCN2C(=O)c2cccc(C)c2)cc1 (configuration not stated),-27%,nt,nt,1,nt,nt,?
CCN(CC)CCNC(=O)c1nn(C)c2c1CS(=O)(=O)c1ccccc1-2,-1%,nt,nt,-2,nt,nt,-2%
CC(C)CNC(=O)N1CCc2nc(OCC3CC3)ccc2C1,4%[12.5 µM],?,-28%,-21,i,?,8%
Cc1c(CCOc2ccc(C(=O)O)cc2)c2cc(Cl)ccc2n1C(c1ccccc1)c1ccccc1,2%,nt,nt,nt,i,nt,7%
CC(C)c1nc2sc3c(N4CCCCC4)ncnc3c2c2c1CCCC2,-20%,nt,nt,-14,nt,nt,-29%
Cc1cn2nc(C(=O)NC3CCc4ccccc43)cc2c(N2CCCC2)n1 (configuration not stated),1%,?,7%,-3,5%,?,8%
O=c1cc(COc2cccc(C(F)(F)F)c2)nc2sc3c(n12)CCCC3,0%,nt,nt,-10,nt,nt,0%
O=C(NCc1ccc(F)cc1)c1cnc2n1CCN(CCc1ccccc1)CC2,-16%[87.6 µM],?,0%[172 µM],-6,0%[88.5 µM],?,?
COc1ccccc1CNC(=O)c1cc2c(=O)oc3ccc(C)cc3c2s1,5%,nt,nt,-1,nt,nt,-13%
COc1ccc(-c2ccc3ncc(Nc4ccc(C(F)(F)F)cc4)n3n2)cn1,4%[87.6 µM],79µM*,4%[172 µM],-14,?,?,-26%[87.6 µM]
Cc1ccc(C(=O)N2CCC(N3C(=O)c4c(c(C)nn4-c4ccccc4)C3C(C)C)C2)cc1 (configuration not stated),nt,?,nt,4,nt,?,nt
Cc1cccc(NC(=O)C2CCN(S(=O)(=O)c3ccc4[nH]c5c(c4c3)CCCCC5)CC2)c1,2%,nt,nt,28,nt,nt,?

(next part)
Structure,SNCA viab count,3T3 cytotox,FLuc inh,IP6K1 inh,GPT2 inh,HEK cytotox,SNCA expr inhib
C[C@@H]1O[C@@H](O[C@H]2[C@@H]3C=CO[C@@H](O[C@@H]4O[C@H](CO)[C@@H](O)[C@H](O)[C@H]4O)[C@@H]3[C@@]3(CO)O[C@@H]23)[C@H](O)[C@H](O)[C@H]1OC(=O)/C=C/c1ccc(O)cc1,8%[23.9 µM],nt,nt,-12,i,nt,nt
Cc1c(-c2ccccc2F)[nH]c2ccc(CNC(=O)CCC3=NNC(=O)CC3)cc12,3%,?,?,-15,-1%,?,25%
O=C(C1CCCCC1)N1CC2(Cc3ccccc3NC2=O)C1,-3%,-9%,nt,4,4%,-18%,15%
CCn1nccc1C(=O)N1CCC(N2C(=O)C3(CCCCC3)C2c2ccncc2)CC1 (configuration not stated),1%[12.5 µM],3%,-6%,-3,2%,-10%,22%
CC(=O)Nc1nonc1-c1nnc(SCc2ccc(Cl)cc2)n1C,6%,nt,nt,-3,nt,nt,-5%
CCn1c(C(=O)NCc2ccc(C)cc2)cc2sc(Cl)cc21,6%,nt,nt,-7,nt,nt,33%[activator]
CN(C)S(=O)(=O)c1ccc(NC(=S)N2CCC(C(O)(c3ccccc3)c3ccccc3)CC2)cc1,-23%,nt,nt,-1,-9%,nt,nt
C1CCN2C[C@@H]3C[C@@H](CN4CCCC[C@@H]34)[C@H]2C1,-12%[23.9 µM],nt,nt,26,i,nt,-15%[25.6 µM]
Cc1cccc2sc(N(Cc3cccnc3)C(=O)CCOc3ccccc3)nc12,2%,nt,nt,14,nt,nt,-4%
COC(=O)c1[nH]nc2c1C(c1ccc(OC)c(OC)c1Cl)CC(=O)N2 (configuration not stated),2%,-16%,-1%,23,-4%[11.5 µM],-17%,6%
CN1C(=O)CCC2(CNC(=O)Cc3ccccc3)CCC=C12 (configuration not stated),8%,-11%,10%,-6,?,2%,-25%
COc1ccccc1C(=O)N1CCC2(CC1)NC(=O)N(c1cccc(F)c1)N2,-11%,?,13%,-6,-4%,?,-23%

Nothing new here: an excerpt of the list.
Structure,SNCA viab count,3T3 cytotox,FLuc inh,IP6K1 inh,GPT2 inh,HEK cytotox,SNCA expr inhib
CN1C(=O)CCC2(CNC(=O)Cc3ccccc3)CCC=C12 (configuration not stated),8%,-11%,10%,-6,?,2%,-25%
COc1ccccc1C(=O)N1CCC2(CC1)NC(=O)N(c1cccc(F)c1)N2,-11%,?,13%,-6,-4%,?,-23%
